# Screening data (PubChem BioAssay)
# PRMT1 inh: PRMT1 methyltransferase inhibitors, primary screen, biochemical, fluorescence polarization. inhibition, % at 2.79 µM. recombinant PRMT1, activity-based probe fluorescence polarization. Protein arginine N-methyltransferase 1 (Homo sapiens), Q99873. 1.3% of 370,000 active;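 active = inhibition above about 21% made by adding two undisclosed values, limit read from the data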
# Target sequence (Q99873 whole entry, looked up): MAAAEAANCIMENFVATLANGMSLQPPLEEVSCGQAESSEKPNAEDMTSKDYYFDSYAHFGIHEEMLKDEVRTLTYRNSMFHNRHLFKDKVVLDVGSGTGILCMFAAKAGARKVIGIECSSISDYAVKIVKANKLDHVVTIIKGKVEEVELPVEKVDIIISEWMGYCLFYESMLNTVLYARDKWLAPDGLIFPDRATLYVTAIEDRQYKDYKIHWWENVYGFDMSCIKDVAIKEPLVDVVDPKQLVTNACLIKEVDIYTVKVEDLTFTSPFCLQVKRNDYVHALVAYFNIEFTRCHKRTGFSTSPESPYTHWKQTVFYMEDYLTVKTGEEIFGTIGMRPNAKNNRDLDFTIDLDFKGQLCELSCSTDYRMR
# UHRF1 MBD2 ctr: UHRF1 methylated DNA binding inhibitors, primary screen, counter-screen for MBD2 inhibitor project, biochemical, TR-FRET, human UHRF1, single concentration | E3 ubiquitin-protein ligase UHRF1 (Homo sapiens), Q96T88 | UHRF1 binding to methylated oligo | inhibition, % at 4.4 µM | 0.75% of 370,000 active | AID 687016, 2013; in the data active = inhibition above about 21%;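 note: UHRF1 SRA domain binding a hemimethylated CpG hairpin DNA probe; 0% = median of test compound wells and 100% = reference inhibitor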
# mABHD4 FP: ABHD4 inhibitors, primary screen, biochemical, fluorescence polarization, mouse. (Lyso)-N-acylphosphatidylethanolamine lipase (Mus musculus), Q8VD66. purified mABHD4, FP-Rh probe fluorescence polarization. inhibition, % at 8.92 µM. 0.54% of 370,000 active;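 active = inhibition exceeding the mean over every tested compound plus 3 SD, cut at about 30% in these data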;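 note: 0% = plate median of compound wells and 100% = S159A mutant with DMSO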
#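 Material: mouse ABHD4 enzyme, wild type; Benchmarks: S159A mutant high control, sample median low control; Buffer or medium: HEPES pH 7.0, NaCl, Pluronic buffer; Signal: fluorescence polarization; Read-out: percent inhibition of probe binding, normalized to plate controls; Timing: pre-incubation 45 min, probe exposure 60 min, at 25 °C; Dosing: 8.92 µM, single dose.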
# SIAE inh: human SIAE inhibitors, primary screen, biochemical, fluorescence polarization, FP-Rh probe, 1536-well HTS | 0.69% of 370,000 active | inhibition, % at 9.66 µM | Sialate O-acetylesterase (Homo sapiens), Q9HAT2 | SIAE FP-Rh probe binding | AID 1053197, 2014;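 active = inhibition above a cutoff: mean of compounds within the control limits plus 3 SD of those, cut at about 17% in these data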;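 note: 0% = plate median of compound wells and 100% = probe without SIAE protein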
# MBD2 inh: inhibitors of MBD2 binding to methylated DNA, primary screen, biochemical, TR-FRET, DNA-binding domain, human. 0.31% of 370,000 active. MBD2 binding to methylated oligonucleotide. inhibition, % at 4.4 µM. Methyl-CpG-binding domain protein 2 (Homo sapiens), Q9UBB5; in the data active = inhibition above about 13%
# NPR2 activator: human GC-B receptor activators, primary screen, HEK293 GC-B cells, cGMP TR-FRET, EC30 CNP; Atrial natriuretic peptide receptor 2 (Homo sapiens), P20594; 0% at EC30 CNP, 100% saturating CNP; activation, % at 10 µM; 0.11% of 370,000 active; AID 1920062, 2024;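 active = activation at 10 µM reaching about 35% in either raw or pattern-adjusted values, limit read from the data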
# TCR-CD3 inh: inhibitors of human TCR-CD3 interaction, primary screen, biochemical, fluorescence, TAMRA-labeled TCR probe; T-cell receptor (TCR); inhibition, % at 9.4 µM; AID 651800, 2012; 0.37% of 360,000 active; in the data active = inhibition above about 19%;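 note: recombinant mutant TCR 2C K166C tagged with TAMRA read by polarization; 0% = receptor in buffer alone and 100% = receptor with positive control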
# GC-A act: GC-A stimulated cGMP production enhancers – HEK293 GC-A cells, cGMP TR-FRET, EC30 ANP, primary screen; 0.14% of 370,000 active; activation, % at 10 µM; Atrial natriuretic peptide receptor 1 (Homo sapiens), P16066; AID 1671463, 2021; 0% at EC30 ANP, 100% saturating ANP; in the data active = activation above about 40%
# rCAG RNA binder: binders of r(CAG) RNA repeats, primary screen, biochemical, fluorescence; inhibition, % at 3 µM; 1.3% of 370,000 active; AID 651821, 2012; r(CAG) RNA repeat, TO-PRO-1 dye displacement fluorescence;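 active = inhibition above the plate cutoff, the mean of all test compounds on that plate plus 3 SD, cut at about 35% in these data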;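 note: 0% = DMSO alone and 100% = 100 µM mitoxantrone as full dye displacement; higher means more dye released from RNA so lower well fluorescence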
# HTRA1 inh: HTRA1 serine protease inhibitors, primary screen, biochemical, fluorescence polarization, HTS; Q92743; recombinant HTRA1, FP-rhodamine activity-based probe; inhibition, % at 5.96 µM; 0.5% of 340,000 active; AID 504803, 2011; in the data active = inhibition above about 36%;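 note: 0% = enzyme with DMSO and 100% = wells lacking enzyme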
# Target sequence (Q92743 whole entry, looked up): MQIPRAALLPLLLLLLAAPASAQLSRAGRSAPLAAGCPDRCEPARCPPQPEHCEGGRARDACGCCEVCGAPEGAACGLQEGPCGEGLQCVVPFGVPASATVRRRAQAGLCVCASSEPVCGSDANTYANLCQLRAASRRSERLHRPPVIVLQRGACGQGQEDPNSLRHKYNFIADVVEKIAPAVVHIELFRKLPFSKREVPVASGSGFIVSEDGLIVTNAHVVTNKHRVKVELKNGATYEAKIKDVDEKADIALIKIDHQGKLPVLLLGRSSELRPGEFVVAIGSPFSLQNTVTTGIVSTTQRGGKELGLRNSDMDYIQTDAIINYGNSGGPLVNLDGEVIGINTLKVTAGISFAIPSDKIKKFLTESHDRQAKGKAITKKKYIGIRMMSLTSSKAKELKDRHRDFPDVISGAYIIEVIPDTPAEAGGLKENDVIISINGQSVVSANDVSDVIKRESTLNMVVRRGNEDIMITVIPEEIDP
# * = called active by the depositor; nt = no result given. An excerpt; count on the stated rates, not on these rows.
# Results follow in this order: PRMT1 inh	UHRF1 MBD2 ctr	mABHD4 FP	SIAE inh	MBD2 inh	NPR2 activator	TCR-CD3 inh	GC-A act	rCAG RNA binder	HTRA1 inh
1	Cc1ccc(S(=O)(=O)N(C)C)cc1NC(=O)C(C)OC(=O)c1ccc2c(=O)n3c(nc2c1)CCC3 (stereo not given)
 : -5	0	-8	11	2	-5	1	-1	4	1
2	CCCCCC(=O)NC1CCCCN(Cc2ccc(C)cc2)C1=O (stereo not given)
 : 2	-1	4	-6	-4	1	nt	0	-1	nt
3	NNC(=O)c1ccc(CSc2n[nH]c(=O)[nH]c2=O)cc1
 : 1	-3	-23	-8	-1	5	8	3	1	0
4	Cc1ccsc1-c1nc(CSCC(=O)NCc2ccc3c(c2)OCO3)c(C)o1
 : 2	1	5	0	-4	-5	5	-4	5	1
5	CCCN1CC(=O)N2Cc3[nH]c4ccccc4c3C[C@H]2C1=O
 : 5	5	-15	0	3	2	-5	3	1	0
6	Cn1cnnc1SCC(=O)Nc1ccc2nc(SCc3ccccc3F)sc2c1
 : -2	-3	-23	4	1	-4	-4	-4	7	-36
7	COc1cc(NC(=O)C2(C)CCCN2C)cc(OC)c1OC (stereo not given)
 : -3	6	-1	0	-1	-2	-3	6	1	nt
8	COC(=O)c1cc(C)cc(=O)o1
 : 7	7	-9	-10	7	1	-3	7	2	4
9	COc1ccc(OC)c(NC(=O)CCCNC(=O)Cn2cnc3sc(C)c(C)c3c2=O)c1
 : -2	0	-6	5	-7	-5	-6	1	3	1
10	COc1ccc(O)c(/C=C(\C#N)C(=O)Nc2ccccn2)c1
 : 4	5	1	0	2	2	-2	1	1	3
11	CN(Cc1ccccc1)C(=O)COc1ccc(C(C)(C)C)cc1
 : 1	3	-9	-6	2	0	5	0	-5	-10
12	COc1ccc(-c2sc3ccccc3c2-c2cc(OC)ccc2C=O)cc1
 : -7	-3	-2	0	-3	-2	8	-11	8	nt
13	C/C(=N/OCC(=O)Nc1ccc(C)cc1C)c1cccs1
 : 2	4	-6	1	2	-3	2	1	3	-1
14	O=C(NCCc1ccc(Cl)cc1)C1CC(=O)N(C2CCCCC2)C1 (stereo not given)
 : -4	-2	-4	5	4	2	5	-3	-2	9
15	Cc1ccc2cc(CN(CC3CCCO3)S(=O)(=O)c3cccc4nsnc34)c(=O)[nH]c2c1 (stereo not given)
 : -1	5	7	-1	-2	-1	1	3	-2	-3
16	CCOC(=O)N1CCN(c2nc(SC)nc3sc4c(c23)CC(C)(C)OC4)CC1
 : 3	4	-7	-7	-3	0	0	-2	4	-2
17	COc1ccc(NC(=O)c2sc3nc(N4CCOCC4)c4c(c3c2N)CC(C(C)C)OC4)c(OC)c1 (stereo not given)
 : 1	-2	4	6	1	0	2	6	10	1
18	CCN(CC)S(=O)(=O)c1ccc(-c2nnc(SCC(C)=O)o2)cc1
 : -1	1	4	2	-4	4	0	3	1	-4
19	O=C(CSc1nc2ccsc2c(=O)n1Cc1ccccc1)NCC1CCCO1 (stereo not given)
 : 5	3	4	1	1	6	-9	0	-8	4
20	CC(=O)OCCNC(=O)c1cccnc1
 : -1	2	-2	9	-2	0	5	-1	3	5
21	COC(=O)c1sc(NC(=S)NNC(=O)c2c(Br)c(C)nn2C)c(C(=O)OC)c1C
 : 11	-1	8	-8	1	8	-4	13	69*	2
22	Cc1oc2c(C)c3oc(=O)c(CCC(=O)N4C[C@H]5C[C@@H](C4)c4cccc(=O)n4C5)c(C)c3cc2c1C
 : -5	2	-4	-7	-4	11	-3	8	0	2
23	Nc1cc[n+](CC(=O)c2ccccc2)cc1
 : 2	1	2	-3	2	3	-1	-3	-1	3
24	CCOCCCNC(=O)c1c(-c2ccccc2)noc1C
 : 0	5	-9	-2	8	4	1	-2	-2	-3
25	O=C1C(=Cc2ccc(Cl)cc2)CCc2ccccc21
 : 5	-2	6	-7	-1	-4	-6	2	3	nt
26	O=C(CSc1ncnc2sccc12)N1CCN(C(=O)c2cccs2)CC1
 : -1	2	-5	-3	0	-3	0	1	3	9
27	CCC(C)NC(=O)c1cc(Cl)ccc1OC (stereo not given)
 : 2	4	2	0	2	3	8	0	-1	4
28	COc1cccc(C2=NN(C(=O)c3ccccc3)C(O)(C(F)(F)F)C2)c1 (stereo not given)
 : 1	1	-10	3	-2	-4	0	1	0	-8
29	Cn1nc(C(F)(F)F)c(C(=O)Nc2ccc(F)cc2F)c1Sc1cccc(Cl)c1
 : 0	1	-10	-4	-1	-3	-4	-4	-5	-30
30	O=C(NC(=O)c1ccc(Cl)c(Cl)c1)OC1CCS(=O)(=O)C1 (stereo not given)
 : -2	-2	0	3	1	0	4	0	0	4

# Of the compounds above, these have an aryl methoxy group.
# Results follow in this order: PRMT1 inh	UHRF1 MBD2 ctr	mABHD4 FP	SIAE inh	MBD2 inh	NPR2 activator	TCR-CD3 inh	GC-A act	rCAG RNA binder	HTRA1 inh
7	COc1cc(NC(=O)C2(C)CCCN2C)cc(OC)c1OC (stereo not given)
 : -3	6	-1	0	-1	-2	-3	6	1	nt
9	COc1ccc(OC)c(NC(=O)CCCNC(=O)Cn2cnc3sc(C)c(C)c3c2=O)c1
 : -2	0	-6	5	-7	-5	-6	1	3	1
10	COc1ccc(O)c(/C=C(\C#N)C(=O)Nc2ccccn2)c1
 : 4	5	1	0	2	2	-2	1	1	3
12	COc1ccc(-c2sc3ccccc3c2-c2cc(OC)ccc2C=O)cc1
 : -7	-3	-2	0	-3	-2	8	-11	8	nt
17	COc1ccc(NC(=O)c2sc3nc(N4CCOCC4)c4c(c3c2N)CC(C(C)C)OC4)c(OC)c1 (stereo not given)
 : 1	-2	4	6	1	0	2	6	10	1
27	CCC(C)NC(=O)c1cc(Cl)ccc1OC (stereo not given)
 : 2	4	2	0	2	3	8	0	-1	4
28	COc1cccc(C2=NN(C(=O)c3ccccc3)C(O)(C(F)(F)F)C2)c1 (stereo not given)
 : 1	1	-10	3	-2	-4	0	1	0	-8

# 3 compounds from above, arranged by length of the SMILES, low to high.
# Results follow in this order: PRMT1 inh	UHRF1 MBD2 ctr	mABHD4 FP	SIAE inh	MBD2 inh	NPR2 activator	TCR-CD3 inh	GC-A act	rCAG RNA binder	HTRA1 inh
18	CCN(CC)S(=O)(=O)c1ccc(-c2nnc(SCC(C)=O)o2)cc1
 : -1	1	4	2	-4	4	0	3	1	-4
4	Cc1ccsc1-c1nc(CSCC(=O)NCc2ccc3c(c2)OCO3)c(C)o1
 : 2	1	5	0	-4	-5	5	-4	5	1
17	COc1ccc(NC(=O)c2sc3nc(N4CCOCC4)c4c(c3c2N)CC(C(C)C)OC4)c(OC)c1 (stereo not given)
 : 1	-2	4	6	1	0	2	6	10	1

# Carrying on:
# Results follow in this order: PRMT1 inh	UHRF1 MBD2 ctr	mABHD4 FP	SIAE inh	MBD2 inh	NPR2 activator	TCR-CD3 inh	GC-A act	rCAG RNA binder	HTRA1 inh
31	OCCN(CCCn1c(-c2ccncc2)nc2ccccc21)c1nc(CN2CCCCC2)cs1
 : 1	-1	6	6	-1	-1	0	0	-9	1
32	CCc1c(C)sc(NC(=O)/C=C/C(=O)O)c1C(N)=O
 : 9	-2	0	3	0	-1	7	2	1	8
33	CC(=O)Nc1ccc(S(=O)(=O)NC(C(=O)O)C(C)O)cc1 (stereo not given)
 : 1	10	0	-7	8	-4	-6	1	4	12
34	CCOC(=O)C(C)n1ncn2cccc2c1=O (stereo not given)
 : -2	-3	3	-4	7	8	1	0	0	-1
35	CNc1ncnc(NC)c1[N+](=O)[O-]
 : 0	-1	0	-6	4	2	0	-5	1	-5
36	O=C(Cn1cc2c(n1)CCCC2)N1CCc2ccccc21
 : -1	-1	-3	7	-2	1	-2	2	0	-6
37	CC(C)c1ccccc1NC(=S)NCC1(N(C)C)CCCCC1
 : 2	0	6	-6	1	-4	-1	3	-4	-1
38	Cc1ccc(NC(=O)NNC(=O)CN2C(=O)COc3ccccc32)cc1
 : 3	3	4	-7	5	0	-7	-3	-4	-5
39	COc1ccc(S(=O)(=O)N2CCCCC2)cc1NC(=O)c1ccc(C)cc1
 : -3	0	-2	1	0	-8	1	-3	2	-5
40	CCOc1ccccc1OCCC(=O)Nc1ccc(F)c(Cl)c1
 : 5	3	-11	0	2	-9	-4	-6	4	-11
41	Cc1cc(C)c2cc3c(N)c(C(=O)Nc4c(C)[nH]c(=O)[nH]c4=O)sc3nc2c1
 : 9	-15	6	-9	-4	2	3	3	16	-5
42	CCN(CC)C(=O)COc1ccc(S(=O)(=O)N2CCCC2)cc1
 : -2	-2	1	5	4	2	-7	-1	0	-5
43	N#CN1CCC(NS(=O)(=O)c2ccc(C(F)(F)F)cc2)CC1
 : -5	-3	2	4	3	-1	0	-1	0	7
44	COc1ccc(-c2[nH]ncc2CNC(C)c2ccccc2Cl)cc1F (stereo not given)
 : -2	1	2	0	-1	1	6	-9	-4	-19
45	NC(=O)c1cccnc1
 : -1	-2	-1	3	1	8	10	-2	1	3
46	CCc1c(C)nc(SCCOc2ccc(OC(C)C)cc2)[nH]c1=O
 : -1	14	-2	0	1	-1	6	0	-2	-7
47	COc1cc(OC)cc(C(=O)NCC(=O)OCC(=O)NCc2ccco2)c1
 : 4	-1	6	1	-6	2	5	4	9	0
48	CCn1c(SCC(=O)NC(=O)NC(C)(C)C)nc2ccccc21
 : 0	-1	5	-12	0	-2	3	1	-5	2
49	O=C(COc1ccccc1)N/N=C/c1cc2c(cc1[N+](=O)[O-])OCO2
 : 15	1	10	8	0	-2	4	-4	1	0
50	C/C(=N\NC(=O)C(=O)N/N=C(\C)c1cccc(O)c1)c1cccc(O)c1
 : -3	0	0	3	1	5	-9	-2	3	2
51	O=C(O)C(O)Cc1c[nH]c2ccccc12 (stereo not given)
 : -5	-1	2	1	-4	-5	9	0	0	-4
52	CCc1ccc(OCC(=O)N/N=C(\C)c2ccc3c(c2)OCCO3)cc1
 : -2	4	6	4	2	8	0	0	-1	-5
53	COc1ccc(OCC(=O)Nc2ccc3c(c2)nc(CN2CCCC2)n3C)cc1
 : 2	-2	1	-2	4	3	-1	2	-4	9
54	CNc1nnc(Sc2ncccc2[N+](=O)[O-])s1
 : 7	-2	3	1	-2	-4	-1	-4	-1	-8
55	COc1ccc(NC(=O)c2oc3ccccc3c2NC(=O)C2CC2)c(OC)c1
 : 1	3	10	10	-2	2	5	4	4	0
